# Shn3 3UTR inh – reduction of Shn3 3'UTR firefly luciferase signal, primary screen, Schnurri-3 inhibitor project, cell-based, Clone20 osteoblasts, set 2; Clone20 osteoblast Shn3 3'UTR firefly luciferase, 24 h; inhibition, % at 12.5 µM; 360,000 tested, 0.52% active; AID 588674, 2011;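 active = mean inhibition of at least 75% with every replicate also reaching 75%; inconclusive = mean inhibition at least 75% but some replicate below; inactive = mean inhibition below 75%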;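 also: 0% = median of neutral control wells and 100% = pilot-screen positive control compound; some compounds past the cut are filed as inactive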
# MITF TRPM1 inh – inhibitors of MITF-dependent TRPM1 promoter reporter, primary screen, cell-based, SK-MEL-5, single point, luciferase | SK-MEL-5 TRPM1 promoter luciferase, 24 h | inhibition, % at 12.5 µM | 330,000 tested, 0.83% active | AID 488899, 2010;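 active = mean inhibition across replicates of 60% or more, whatever share of single replicates reaches that level; inconclusive = some that reach 60%, reason not given; inactive = mean inhibition across replicates below 60%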; also: values of inactives mirror those of a sister screen read the other way
# TWEAK Fn14 block – inhibitors of TWEAK-Fn14 signaling, primary screen, luciferase reporter cells, uHTS | TWEAK-stimulated Fn14 reporter cells, luciferase luminescence, 8 h | AID 1159606, 2016 | 360,000 tested, 2% active | inhibition, % at 10 µM; in the data active = inhibition above about 50%
# Peg3 promoter – Peg3 promoter-driven luciferase inhibitors, primary screen, cell-based, HeLa, luciferase luminescence; AID 588405, 2011; 360,000 tested, 1.7% active; inhibition, % at 20 µM; HeLa PEG-Prom luciferase reporter, overnight;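 active = inhibition of at least 50% at 20 µM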
# CF NFkB block – inhibitors of PAF-induced NF-kB signaling, primary screen, cell-based, GFP fluorescence, uHTS. KKLEB NF-kB-GFP reporter, GFP fluorescence overnight. inhibition, % at 5 µM. 360,000 tested, 0.86% active;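 active = at least 50% inhibition at 5 µM, scaled per plate between neutral and stimulator controls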;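 also: PAF is a Pseudomonas aeruginosa culture filtrate used as stimulus; plate controls were PAF-stimulated DMSO wells for no effect and unstimulated DMSO wells for full effect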
# HIF-2a block – HIF-2a reporter inhibitors, primary screen, luminescence, 786-0 RCC cells | 786-0 RCC cells HIF-2a reporter, luciferase luminescence, overnight | inhibition, % at 18.8 µM | 360,000 tested, 0.72% active | AID 624352, 2012;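 active = inhibition of the luminescence signal of 40% or more relative to plate controls, in a single-dose primary screen at 18.75 µM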
# NR2E3 ag-1 – inhibitors of NR2E3-RetCOR corepressor binding, primary screen, NR2E3 agonist project, biochemical, TR-FRET, GST-NR2E3, biotin-RetCOR; AID 2300, 2010; 320,000 tested, 0.12% active; inhibition of corepressor binding, % at 4.78 µM; Photoreceptor-specific nuclear receptor (Homo sapiens), Q9Y5X4; 1536-well;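 active = percent inhibition above the cutoff of mean plus 3 SD of all tested compounds, set per screening campaign, cut at about 20% in these data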;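 also: 0% = DMSO wells and 100% = biotin wells as full block of FRET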
# Target sequence (Q9Y5X4 whole entry, looked up): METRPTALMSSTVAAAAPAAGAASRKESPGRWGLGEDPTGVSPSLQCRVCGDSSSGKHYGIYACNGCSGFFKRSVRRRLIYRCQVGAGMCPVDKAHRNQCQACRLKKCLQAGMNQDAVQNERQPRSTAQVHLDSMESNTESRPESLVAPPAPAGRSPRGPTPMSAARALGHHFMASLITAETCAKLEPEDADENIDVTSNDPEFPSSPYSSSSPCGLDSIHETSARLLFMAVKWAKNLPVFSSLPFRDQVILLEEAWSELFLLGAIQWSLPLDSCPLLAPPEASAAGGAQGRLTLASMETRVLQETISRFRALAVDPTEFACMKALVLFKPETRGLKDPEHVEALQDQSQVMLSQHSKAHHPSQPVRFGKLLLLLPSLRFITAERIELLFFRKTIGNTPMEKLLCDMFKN
#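 Format: 1536-well format; test system: GST-NR2E3 and biotin-RetCOR proteins; read-out basis: percent inhibition of TR-FRET ratio; timing: 5 h incubation at 4 °C; detection: time-resolved FRET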
# iPSC survival up – enhancers of single-cell hiPSC survival, primary screen, ATPlite luminescence; 100% = ROCK inhibitor wells, 0% = DMSO; survival enhancement, % at 20 µM; 360,000 tested, 0.044% active; AID 602274, 2012; in the data active = survival enhancement above about 18%;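 also: cells exposed to compounds for 16 hours before the ATP read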
# aDG glyco up – activators of alpha-DG glycosylation, primary screen, uHTS, Pro5-aDG cells, AlphaScreen; alpha-DG glycosylation AlphaScreen (IIH6); 0% Pro5, 100% B10-LARGE cell signal; activation, % at 10 µM; 360,000 tested, 0.22% active;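 active = activation of at least 8% versus controls, or a plate z-score of at least 8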;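 also: Pro5 are CHO cells carrying HIG-tagged alpha-DG that lacks glycosylation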
# NR2E3 ag-2 – NR2E3 agonists in two-hybrid cells, primary screen, cell-based, luminescence, CHO-S, Gal4-NCOR/VP16-NR2E3; luciferase; inhibition of corepressor binding, % at 3.98 µM; 360,000 tested, 0.35% active; AID 602229, 2012;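 active = inhibition above the mean of all tested compounds plus 3 SD, cut at about 70% in these data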;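 also: 0% = DMSO with NR2E3 transfected cells and 100% = cells lacking NR2E3 construct; higher means lower luciferase signal from less NR2E3 corepressor binding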
# KKLEB cytotox – cytotoxicity in KKLEB CF airway cells, primary screen, cytotoxicity control for CF NF-kB inhibitor project, cell-based, uHTS, fluorescence assay plates | KKLEB CF airway cells viability, ATPlite luminescence, overnight; active compounds read low; cells stimulated with P. aeruginosa culture filtrate | AID 602141, 2011 | 360,000 tested, 0.36% active | activity change (cytotoxicity), % at 5 µM;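 active = corrected activity change at or below -50% at 5 µM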
# The depositor's hits bear a star; ? = inconclusive; nt = not tested or not shown.
SMILES,Shn3 3UTR inh,MITF TRPM1 inh,TWEAK Fn14 block,Peg3 promoter,CF NFkB block,HIF-2a block,NR2E3 ag-1,iPSC survival up,aDG glyco up,NR2E3 ag-2,KKLEB cytotox
COc1cccc(CN2CCNC(=O)C2CC(=O)NCCOc2cccnc2)c1 (centres undefined),-5,-8,-1,-2,14,14,-2,-1.4,-0.1,12,2
Cc1ccc(-n2nc3c(N4CCC(C(=O)N5CCCCCC5)CC4)nnc(C)c3c2C)cc1,14,-9,-28,30,2,15,3,-0.2,1.4,29,19
Oc1cc(Nc2ccccc2)cc2cccnc12,94*,56,1,15,78*,-4,nt,1.5,3.3,-9,-20
COc1cc(/C=C(\NC(=O)c2ccccc2)C(=O)NCCO)c([N+](=O)[O-])cc1OC,-3,-2,-14,-2,9,19,-3,2.0,-0.1,-16,21
CCOC(=O)CSc1ccc2nnc(-c3ccccc3)n2n1,-9,-13,-20,13,21,18,2,0.4,-0.3,13,-5
N#C/C(=C\c1cccc(NC(=O)c2ccccc2Cl)c1)C(=O)NCCc1ccccc1,-18,37,38,12,82*,80*,-2,1.8,0.1,-41,-31
CCN(CC)S(=O)(=O)c1ccc(OCC(=O)NC(=O)c2ccccc2OC)c([N+](=O)[O-])c1,-4,3,-23,11,-3,4,-1,-0.1,0.1,7,3
O=C(CSc1ncccn1)NC1CCS(=O)(=O)C1 (centres undefined),2,3,11,0,-21,17,3,-0.4,0.7,25,24
Cc1ccc2cc(C#N)c(NCCNC(=S)NCCCN(C)C)nc2c1C,14,?,-11,23,-1,10,-1,-3.7,2.9,7,3
OCCNCCSc1ccc(Cl)cc1,3,1,10,-4,0,6,-1,-0.2,1.7,3,0
COc1cccc(CNC(=O)CCC2CCCN(C(=O)c3ccc(C)nc3)C2)c1 (centres undefined),2,-5,5,6,-16,5,-3,0.2,0.5,9,-11
Cc1ccc(SCC(=O)NC2CC2)cc1,-14,-7,-3,-23,10,-40,2,0.6,0.1,-19,11

# An excerpt from above in order of SMILES length, largest number first.
SMILES,Shn3 3UTR inh,MITF TRPM1 inh,TWEAK Fn14 block,Peg3 promoter,CF NFkB block,HIF-2a block,NR2E3 ag-1,iPSC survival up,aDG glyco up,NR2E3 ag-2,KKLEB cytotox
COc1cc(/C=C(\NC(=O)c2ccccc2)C(=O)NCCO)c([N+](=O)[O-])cc1OC,-3,-2,-14,-2,9,19,-3,2.0,-0.1,-16,21
N#C/C(=C\c1cccc(NC(=O)c2ccccc2Cl)c1)C(=O)NCCc1ccccc1,-18,37,38,12,82*,80*,-2,1.8,0.1,-41,-31
CCOC(=O)CSc1ccc2nnc(-c3ccccc3)n2n1,-9,-13,-20,13,21,18,2,0.4,-0.3,13,-5

# (further entries)
SMILES,Shn3 3UTR inh,MITF TRPM1 inh,TWEAK Fn14 block,Peg3 promoter,CF NFkB block,HIF-2a block,NR2E3 ag-1,iPSC survival up,aDG glyco up,NR2E3 ag-2,KKLEB cytotox
CC(C)OCC(O)CN1CCNCC1 (centres undefined),-3,1,-8,3,16,24,-3,2.4,0.0,19,-11
CCC(=O)Nc1ccc(Br)c(Cl)c1,11,-3,16,-13,-8,-9,-1,-0.6,0.0,-2,4
CCCCN(CC)C(=O)Cc1cn(C)c2ccccc12,17,2,13,20,-3,6,3,-2.4,0.3,4,-6
O=C(CCn1c(=S)oc2ccccc21)N1CCN(c2ccc(F)cc2)CC1,20,5,0,6,38,21,-3,-0.4,0.6,-2,13
COc1ccc2nc(/C(C#N)=C\c3ccc(Oc4ccc([N+](=O)[O-])cn4)cc3)[nH]c2c1,25,-9,-12,81*,4,-7,-3,0.1,-0.5,-93,-26
Cc1ccc(C)c(OCc2ccc(C(=O)Nc3ccc([N+](=O)[O-])cn3)o2)c1,30,10,25,10,18,1,0,-0.5,0.5,-21,-11
Cc1cccc(N/C=C(\[N+](=O)[O-])S(=O)(=O)c2ccccc2)c1C,-5,-5,12,1,-8,4,-2,2.2,-0.2,-2,-3
O=C(NC1CCCC1)C1c2ccccc2OCC(=O)N1Cc1ccccc1 (centres undefined),nt,nt,2,nt,nt,5,nt,-0.3,0.4,7,nt
O=C1S/C(=C\c2ccc(Cl)cc2)C(=O)N1CCn1cnnn1,6,-14,14,-8,-9,-14,1,0.8,0.3,13,-1
O=C(O)C1CCCN(S(=O)(=O)c2ccc3c(c2)OCCO3)C1 (centres undefined),-18,-5,2,16,2,18,1,1.7,0.1,-7,-6
Cn1nc(-c2ccccc2)c(CSc2ccccc2)c1Cl,-8,-15,-64,23,-21,-57,-1,-3.3,0.0,8,-6
Cc1ccc(NC(=O)CCNS(=O)(=O)c2ccc3c(c2)CCC(=O)N3)cc1C,-8,3,5,-2,-10,7,6,0.2,0.2,-2,8
CSc1ccc(Cn2c(C)c(C(=O)NCc3cccs3)sc2=O)cc1,18,nt,-9,18,22,3,nt,-1.1,0.4,7,-5
O=C(CSc1n[nH]c(-c2ccncc2)n1)Nc1ccc(Cl)cc1,6,0,7,0,0,2,4,-0.4,-0.1,3,4
CC1(c2nnnn2Cc2ccccc2)CCC(=O)N1C1CC1 (centres undefined),nt,nt,5,nt,nt,10,nt,-0.5,-0.2,-20,nt
COc1ccc(C(=O)CSc2nnc(CCc3ccccc3)n2-c2ccccc2)cc1,-6,8,21,0,-1,-4,2,3.9,0.2,4,10
Cc1c(C#N)c2ncnc(-c3ccccc3)c2n1-c1ccccc1,13,12,9,31,9,20,2,-0.1,0.0,-23,-16
COc1ccc(CN(CC(=O)NCC2CCCO2)C(=O)CCC(=O)Nc2nccs2)cc1 (centres undefined),13,3,16,1,0,11,5,0.1,-0.1,-23,3
COc1ccc(OCCN2CCN(C3CC(=O)N(CCC(C)C)C3=O)CC2)cc1 (centres undefined),29,7,3,6,-7,11,-2,6.4,0.0,6,5
CCCCNc1nc2sc3c(c2c(=O)n1-c1cccc(Cl)c1)CCN(C)C3,7,-3,-33,4,-4,3,-2,0.4,-0.2,16,2
CCN(C(=O)COC(=O)c1[nH]c(C)c(C(C)=O)c1C)C1CCS(=O)(=O)C1 (centres undefined),-3,8,6,6,-2,13,1,-1.3,0.0,-18,2
COC(=O)c1ccc(NC(=O)CCn2c(=O)oc3ccccc32)cc1,-21,5,-18,1,-7,0,1,0.3,0.3,-9,-7
CCn1c(SCC(=O)Nc2ccc(C)cc2)nnc1-c1ccc(O)cc1,6,7,-2,24,4,-3,4,0.7,0.6,1,3
O=C(NNC(=O)c1ccccc1[N+](=O)[O-])Nc1ccccc1C(F)(F)F,-1,12,-4,9,11,5,-2,0.9,-0.2,10,-3
O=C(c1ccoc1)N1CCCC(N2CCN(c3cccc(Cl)c3)CC2)C1 (centres undefined),4,-19,4,-33,-54,-41,nt,0.3,0.1,-7,16
Cc1cccc(C)c1NC(=O)c1cc(S(=O)(=O)N2CCOCC2)ccc1F,-34,-14,2,19,0,-15,1,1.2,0.3,-57,-4
CN(C)/C=C/C(=O)c1ccc(Br)s1,-35,-23,11,-83,-12,-76,1,-0.7,0.2,11,-9
O=C1NC(=Nc2ccccc2Cl)S/C1=C\c1ccc(C(=O)O)cc1,2,nt,-1,-13,3,2,0,-0.5,-0.1,-17,-18
Cc1ccccc1S(=O)(=O)NC1OC(=O)C(Oc2ccccc2)=C1Br (centres undefined),3,-5,9,1,10,11,1,-0.1,0.1,22,4
Nc1[nH]c(C(=O)c2ccccc2)c(-c2ccccc2C(F)(F)F)c1C(=O)NCCc1cccs1,nt,nt,-3,nt,nt,4,nt,-1.2,-0.1,-9,nt
O=C(NC1CCCCC1)C(c1ccccc1)N(Cc1ccco1)C(=O)c1csnn1 (centres undefined),-7,-14,64*,12,-4,1,0,0.1,0.0,-21,-8
Cc1ccccc1OCCNC(=O)c1ccccc1Sc1ccccc1C#N,19,1,-4,12,-7,10,-4,0.5,-0.4,1,-11
COc1cccc(NC(=O)N2CCCC(C(=O)Nc3ccccc3OC)C2)c1 (centres undefined),-4,7,-9,6,-11,3,1,3.6,-0.2,-19,-7
CC(C)c1nc2sc(C(=O)O)c(N)c2c2c1CCCC2,9,-10,12,-1,32,20,-1,-0.6,-0.1,-24,-11
O=C(OCC1COc2ccccc2O1)c1ccccc1F (centres undefined),-24,-51,-35,-75,0,-66,-2,0.9,-0.1,0,2
CCc1cc2c3c(c1)C1(C(=O)N3C(C)(C)CC2C)C(C#N)=C(N)N2C(=C1C#N)Nc1ccccc12 (centres undefined),11,16,30,47,5,12,1,-0.8,0.3,-8,1
COc1cc(CNC[C@H]2O[C@@H](n3ccc(N)nc3=O)[C@H](O)[C@@H]2O)ccc1OCc1cccc(Cl)c1,0,nt,-27,-8,-36,-22,nt,-0.7,0.0,-8,14
O=c1ccc(-c2ccccc2)n[nH]1,-11,5,-13,2,-4,-3,2,1.9,-0.2,-2,3
COCCn1nnnc1CN(CCCN1CCOCC1)Cc1cc2c(C)ccc(C)c2[nH]c1=O,4,-18,28,5,-2,-4,nt,-2.4,-0.2,-1,-6
COc1ccccc1NS(=O)(=O)c1ccc(C)c(C(N)=O)c1,19,-1,-1,10,11,20,-2,-0.6,0.2,-11,-18
COC(=O)Cc1ccc(NC(=S)Nc2ccc(N3CCOCC3)cc2)cc1,8,-3,3,-5,0,-6,-1,-1.5,0.7,31,-10
O=C(NC1CCCC1)c1ccc([N+](=O)[O-])s1,-19,31,-3,17,0,4,0,0.0,0.8,5,0
O=C1CCN(CCc2ccccc2)CCN1[C@H](CO)c1ccccc1,9,-12,5,19,-10,4,2,-1.0,0.3,0,8
CCOCC(=O)N1CCN(c2ccc([N+](=O)[O-])cc2)CC1,10,2,11,18,3,19,5,-0.4,0.6,12,-13
Cn1nc(C(F)(F)F)c(C(=O)Nc2ccc(F)cc2F)c1Cl,-35,-3,6,-13,7,10,-3,-1.6,0.2,0,0
COc1ccc(S(=O)(=O)N(CC(=O)Nc2cccnc2)c2ccccc2OC)cc1,14,-2,12,18,7,17,0,-2.3,-0.1,-32,-22
CC(=O)Nc1ccc(S(=O)(=O)N2CCN(C(=O)CCC3CCCC3)CC2)cc1,10,15,10,8,5,17,-1,2.0,0.7,14,2
O=C1C2C3C=CC(CC3)C2C(=O)N1/N=C/c1ccc(O)cc1 (centres undefined),-18,-13,-31,-83,-20,-118,0,-1.5,-0.3,-6,4
